PI4K2A block = qHTS for small molecular inhibitors of PI4K2A; activity change, negative = inhibition, % at 76.9 µM; 0.13% of 420,000 active; AID 1346378, 2018; purified PI4K2A, ADP-Glo luminescence, 1 h; active compounds read low; Phosphatidylinositol 4-kinase type 2-alpha (Homo sapiens), Q9BTU6; in the data active = activity change below about -50%; inconclusive = mostly about -30% to -49%;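 note: -100% = wells without enzyme as full effect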
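ADP-Glo luminescence measured ADP generated by PI4K2A enzyme (4 ug/mL before mixing) with 1.2 mM PI substrate (pre-mix) and 300 microM ATP (pre-mix). Tris pH7.5 buffer with MgCl2, Triton X-100; 1 h reaction at ambient temperature.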
BAZ2B inh = qHTS Assay for Inhibitors of BAZ2B | AlphaScreen BAZ2B-H3K14Ac peptide displacement | Potency, µM (top dose mostly 114 µM), without a hit: top-dose activity change, negative = inhibition, usual class: inhibitors | 4.4% of 360,000 active; note: potency is the fitted concentration of half-maximal effect; % is set by controls: 0 for no effect and ±100 for the full control effect; nearly all actives have a fitted effect of over 60% in size
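In this displacement format the biotinylated H3(5-23) peptide acetylated at Lys14 serves as ligand at 50 nM, with BAZ2B at 50 nM in PBS pH 7.4 containing 0.01% Tween-20. Donor and acceptor beads are 10 ug/mL final.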
HP1b binding inh = HTS for Inhibitors of HP1-beta Chromodomain Interactions with Methylated Histone Tails. AID 540317, 2011. Potency, µM (titrated, usually from 114 µM), for inactives: top-dose activity change, negative = inhibition, hits mostly inhibitors. 0.56% of 390,000 active. AlphaScreen HP1-beta / biotin-H3K9me3 peptide binding. Chromobox protein homolog 1 (Homo sapiens), P83916; note: potency is the fitted concentration of half-maximal effect; nearly all actives have a fitted effect of over 70% in size; inactives centre near 23
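Compound inhibition of the preformed complex between 50 nM HP1-beta and 50 nM biotinylated H3K9me3 peptide was read by AlphaScreen. Buffer was PBS pH 7.4 with 0.01% Tween-20. Incubations ran 30 min at room temperature, with 10 ug/mL donor/acceptor beads.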
JMJD2A Tudor = qHTS Assay for Inhibitors of JMJD2A-Tudor Domain. 4.4% of 390,000 active. AlphaScreen JMJD2A-Tudor / H3K4me3 peptide binding. Potency, µM (top dose mostly 114 µM), inactives show at the highest dose activity change, negative = inhibition, actives largely listed as inhibitors; note: potency is the fitted concentration of half-maximal effect; % is set by controls: 0 for no effect and ±100 for the full control effect; nearly all actives have a fitted effect of over 50% in size
ERG-DNA inh = qHTS for Small Molecule Inhibitors of the ERG Ets/DNA interaction; Transcriptional regulator ERG (Homo sapiens), P11308; fluorescence polarization, His-ERG Ets domain / labelled DNA; Potency, µM (series often up to 76.9 µM), for inactives: top-dose FP activity, negative = inhibition, hits mostly inhibitors; 0.028% of 370,000 active; active = well fitted inhibition curve with a large enough effect in the polarisation, with a control signal flat; inconclusive = small, poorly fitted or top-dose-only effect, or effect the other way, or a change in a side signal; inactive = no such curve, though single readings can be large or run the other way; the % refers to the polarisation;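 note: polarization taken with two DNA probes labelled with fluorescein and Texas red; potency is the fitted concentration of half-maximal effect; % of control where 0% means no effect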
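His-tagged ERG Ets domain (1 uM in the protein solution; 300mM KCl, 50mM Tris-HCl, 1mM EDTA, 1mM DTT, pH 7.5) received compound, then a probe mix of 5 nM fluorescein-DNA and 100nM Texas-615-DNA. Fluorescence polarization was read for both dyes.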
Tb PGK inh = qHTS Assay to Find Inhibitors of Phosphoglycerate Kinase | Potency, µM (titrated, usually from 57.5 µM), inactives show top-dose activity change, negative = inhibition, hits mostly inhibitors | 0.043% of 380,000 active | PGK/GAPDH coupled, Kinase-Glo luminescence, 60 min | AID 602233, 2012; note: potency is the fitted concentration of half-maximal effect; % is set by controls: 0 for no effect and ±100 for the full control effect; nearly all actives have a fitted effect of over 60% in size
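Recombinant glycosomal PGK reaction used 1,3-bisphosphoglycerate generated in-well by GAPDH (100nM final) in 100mM TEA pH 7.6, 5mM MgCl2, 0.01% Tween-20. After 60 minutes at room temperature, ATP was read by Kinase-Glo Plus luminescence end-point.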
Pin1 inhibitor = qHTS Assay to Find Inhibitors of Pin1 | Peptidyl-prolyl cis-trans isomerase NIMA-interacting 1 (Homo sapiens), Q13526 | Pin1 FP peptide displacement, HiFluor488, 10 min | Potency, µM (top dose mostly 115 µM), without a hit: at the highest dose activity, negative = inhibition, usual class: inhibitors | 0.009% of 390,000 active | AID 504891, 2011; active = well fitted inhibition curve with a large enough effect in the polarisation, with a control signal flat, not every such curve was filed as active; inconclusive = small, poorly fitted or top-dose-only effect, or effect the other way, or a change in a side signal; inactive = no such curve, though single readings can be large or run the other way; the % refers to the polarisation; note: potency is the fitted concentration of half-maximal effect; % is set by controls: 0 for no effect and ±100 for the full control effect
Target sequence (Q13526 whole entry, looked up): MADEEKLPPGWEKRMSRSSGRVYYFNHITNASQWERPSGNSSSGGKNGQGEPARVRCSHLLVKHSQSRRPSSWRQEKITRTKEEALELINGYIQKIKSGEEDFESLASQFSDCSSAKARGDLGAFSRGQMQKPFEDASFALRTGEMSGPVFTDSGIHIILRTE
GLS inh = qHTS for Inhibitors of Glutaminase (GLS); AID 624170, 2012; Potency, µM (top dose mostly 45.5 µM), for inactives: top-dose activity change, negative = inhibition, actives largely listed as inhibitors; GLS enzymatic activity, qHTS titration; 0.21% of 410,000 active; note: potency is the fitted concentration of half-maximal effect; % is set by controls: 0 for no effect and ±100 for the full control effect
Target sequence (O94925 whole entry, looked up): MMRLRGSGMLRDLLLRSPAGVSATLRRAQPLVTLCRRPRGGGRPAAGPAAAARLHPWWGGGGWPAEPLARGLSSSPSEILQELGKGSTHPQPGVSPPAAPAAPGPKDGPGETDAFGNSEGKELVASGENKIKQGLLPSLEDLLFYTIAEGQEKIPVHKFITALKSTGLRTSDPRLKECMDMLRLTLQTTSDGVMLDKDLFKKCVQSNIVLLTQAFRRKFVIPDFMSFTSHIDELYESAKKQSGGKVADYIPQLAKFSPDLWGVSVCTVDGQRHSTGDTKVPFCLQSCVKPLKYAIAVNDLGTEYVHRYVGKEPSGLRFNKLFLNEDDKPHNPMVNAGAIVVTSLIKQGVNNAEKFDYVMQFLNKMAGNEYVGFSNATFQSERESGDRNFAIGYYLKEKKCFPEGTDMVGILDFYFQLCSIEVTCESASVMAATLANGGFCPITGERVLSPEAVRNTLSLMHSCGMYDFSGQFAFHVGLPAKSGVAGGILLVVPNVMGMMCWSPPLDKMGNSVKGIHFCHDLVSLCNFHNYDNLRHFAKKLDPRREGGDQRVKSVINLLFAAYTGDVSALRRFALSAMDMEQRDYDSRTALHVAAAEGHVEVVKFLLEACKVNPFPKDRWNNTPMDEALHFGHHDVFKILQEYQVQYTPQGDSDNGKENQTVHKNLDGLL
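hKGA in 45 mM KH2PO4 (pH 8.2), 0.02% Tween-20 with compound, then 1mM L-Glutamine (stock as added) plus glutamate oxidase/HRP/Amplex red coupling mix. Fluorescence read initially and after 30 min at RT; signal change reflects glutamate formation.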
G9a inh = qHTS Assay for Inhibitors of Histone Lysine Methyltransferase G9a | Histone-lysine N-methyltransferase EHMT2 (Homo sapiens), Q96KQ7 | G9a H3K9 monomethylation, AlphaScreen, 2 h | Potency, µM (titrated, usually from 102 µM), inactives show at the top dose activity, negative = inhibition, most hits filed as inhibitors | 8.8% of 350,000 active; note: potency is the fitted concentration of half-maximal effect; % is set by controls: 0 for no effect and ±100 for the full control effect; nearly all actives have a fitted effect of over 75% in size
Target sequence (Q96KQ7 913-1193 limits assumed): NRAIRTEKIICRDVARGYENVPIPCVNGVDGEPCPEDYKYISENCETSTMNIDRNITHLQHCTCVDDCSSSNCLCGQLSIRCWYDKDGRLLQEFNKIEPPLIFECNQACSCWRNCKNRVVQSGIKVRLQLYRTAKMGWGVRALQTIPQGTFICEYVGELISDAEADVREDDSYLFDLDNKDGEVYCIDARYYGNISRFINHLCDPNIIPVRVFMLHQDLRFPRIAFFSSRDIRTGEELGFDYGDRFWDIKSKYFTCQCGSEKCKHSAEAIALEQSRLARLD
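G9a (20 nM) was preincubated 15 min with compound, then reacted 2 h at room temperature with 500 nM biotin-H3K9 peptide and 20 µM SAM. Monomethyl-H3K9 detected by AlphaScreen using anti-H3K9me1 antibody.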
Numbers without * were called inactive; i = inactive; ? = inconclusive; / = not tested or not shown; & = joins results of further samples; [ ] = another dose, or the depositor's remark. Unless noted, calls come from the whole dose curve; as a rule, active = well fitted curve in the direction sought with a large enough effect; inconclusive = small, poorly fitted or top-dose-only effect, or another doubt; inactive = no such curve, though single readings can be large; an effect the other way counts as inactive or inconclusive.

Each structure is followed by: PI4K2A block	BAZ2B inh	HP1b binding inh	JMJD2A Tudor	ERG-DNA inh	Tb PGK inh	Pin1 inhibitor	GLS inh	G9a inh
O=C(/C=C/c1ccc(Cl)cc1)NC1CCS(=O)(=O)C1 (centres undefined)
    7	-2%	18%	-5%	-1%	7%	-9%	-2%	-3%
CS(=O)(=O)Nc1cccc(C2=NN(S(C)(=O)=O)C(c3ccc4c(c3)OCO4)C2)c1 (centres undefined)
    2	-7%	17%	-14%	4%	-11%	-8%	7%	-6%[59 µM]
CCCc1c(NC(=O)Nc2ccc(Cl)cc2Cl)cnn1-c1ccccc1
    4	-11%	26%	-6%	10%	i	15%	-5%	-3%
COc1ccc2nc(NC(C)=O)sc2c1
    -2	-1%	26%	5%	-12%	-5%	-17%	-15%	-11%[59 µM]
Cc1[nH][nH]c(=O)c1[C@@H](c1ccccc1[N+](=O)[O-])C(C#N)C#N
    -3	-14%	16%	-25%	-1%	-9%	-2%	10%	?
CC(C)NC(=O)c1ccc(COCC(F)(F)F)cc1
    0	15%	39%	-2%	2%	i	8%	1%	?
COc1ccccc1N1CCN(C2CC(=O)N(c3ccc(Cl)cc3)C2=O)CC1 (centres undefined)
    -1	4%	38%	-13%	3%	i	-3%	-9%	21%[0.501 µM]
COC(=O)c1ccc2[nH]ccc2c1
    0	-6%	26%	-1%	5%	2%	6%	0%	6%
C[C@@]12C(=O)N(Cc3ccc(Cl)cc3)CC(=O)N1[C@H]1c3ccccc3OC[C@@H]1[C@@H]2c1ccccc1
    -1	-17%	25%	-11%	11%	i	28%	-4%	-12%[0.501 µM]
COc1ccc(OCC(O)Cn2c(N3CCCCC3)nc3c2c(=O)[nH]c(=O)n3C)cc1 (centres undefined)
    0	-17%	28%	-2%	-8%	2%	-4%	-7%	17%
CC1CCCCC1NC(=O)NC(=O)COC(=O)c1ccc(OC(F)F)cc1 (centres undefined)
    -5	-3%	44%[activator]	-2%	-1%	-2%	-6%	-9%	-2%[0.501 µM]
Cc1cccc2sc(NC(=O)CCNS(=O)(=O)c3cccs3)nc12
    -1	-10%	15%	-16%	1%	-2%	-2%	-14%	/
Cc1ccc(C(=O)N2CCCC(Nc3ccc(F)cc3)C2)cc1C (centres undefined)
    -3	?	9%	-24%	-4%	6%	-6%	11%	-43%
CCOc1ccc(NC(=O)CCn2cccn2)cc1
    2	-8%	19%	-11%	2%	4%	2%	1%	22%[59 µM]
COC(=O)c1ccc(NC(=O)CSc2nc3c(c(=O)n(C)c(=O)n3C)n2Cc2ccccc2)cc1
    4	-4%	-10%	-3%	-13%	?	2%	-5%	?
COc1ccccc1CNC(=O)C1CCN(S(=O)(=O)c2ccc3c(c2)CCCN3C(C)=O)CC1
    1	4%	28%[57 µM]	-3%	-1%	-7%	0%	-10%	5%[59 µM]
CN(CC1CCCN(CCc2cccc(C(F)(F)F)c2)C1)C(=O)c1ccco1 (centres undefined)
    0	-2%	18%	-15%	-3%	5%	-1%	2%	/
O=C(Cn1c(=O)oc2ccccc21)NC(=O)NCc1ccccc1
    4	2%	21%	-22%	4%	-9%	5%	4%	/
O=C(COc1ccc(Cl)cc1Cl)NN=C1CCCCC1
    0	-6%	32%	-6%	-8%	-5%	-3%	16%	0%
CN(CCCNC(=O)C1CCN(S(=O)(=O)c2cccc3nsnc23)CC1)Cc1ccccc1
    -10	-34%	16%	-13%	-1%	i	-9%	-7%	1%

Later entries:
Each structure is followed by: PI4K2A block	BAZ2B inh	HP1b binding inh	JMJD2A Tudor	ERG-DNA inh	Tb PGK inh	Pin1 inhibitor	GLS inh	G9a inh
CN1CCC(=C2c3ccccc3C(O)c3ccccc32)CC1 (centres undefined)
    -1	8%	54%[activator]	-7%	-2%	i	-8%	-3%	?
CCOC(=O)C(C)c1nc2ccccc2[nH]c1=O (centres undefined)
    8	26%	18%	-6%	-10%	/	1%	-6%	-46%[2.33 µM]
COc1ccc(-n2nnnc2SC(C)C(N)=O)cc1 (centres undefined)
    4	3%	13%	?	/	-3%	0%	?	8%
CCc1c(-c2ccccc2)nc2ccccc2c1C(=O)NC(C)c1ccccc1 (centres undefined)
    0	-2%	20%	-15%	0%	i	0%	-8%	1%[59 µM]
CC(C)OC(=O)CCC1(C(=O)O)CCC(=O)NC1 (centres undefined)
    3	5%	28%	0%	-2%	5%	2%	2%	14%[59 µM]
CS(=O)(=O)N1CCN(C2CCN(Cc3ccccc3)CC2)CC1
    -5	-2%	26%	11%	-4%	-9%	7%	-2%	9%[12.7 µM]
N#Cc1nnn(-c2ccc(Cl)cc2)c1N
    2	2%&-5%	48%[activator]	-1%	-10%	-10%	-10%	-3%	-3%
O=C(Cn1ncc2c(=O)oc3ccccc3c21)Nc1cc(F)ccc1F
    3	-32%	24%	-8%	-1%	-8%	-8%	2%	-15%[59 µM]
CC1=C(C(=O)Nc2ccccc2)C(c2ccc(C)cc2)n2nc(SCc3ccccc3C)nc2N1 (centres undefined)
    0	-21%	21%	4%	7%	-5%	3%	2%	9%[59 µM]
CCOC(=O)C1CCCN(c2ncnc3c2cnn3-c2cccc(C)c2)C1 (centres undefined)
    -3	1%	32%	7%	-10%	-9%	4%	0%	-2%
Cc1ccc(-c2nnc(SCCOc3ccccc3)o2)cc1
    -13	19%	129%[activator]	10%	-1%	/	2%	-1%	55%[activator][59 µM]
N#CCCN(Cc1cccnc1)S(=O)(=O)c1ccc2ccccc2c1
    -7	5%	15%	-17%	-17%	-2%	0%	4%	0%[59 µM]
COc1ccc(CNC(=O)Cn2ncn3c(cc4ccccc43)c2=O)cc1
    -5	9%	37%	-13%	-11%	-5%	4%	0%	/
CC1CCC(NC(=O)C2CC(=O)N(c3ccc4c(c3)OCCO4)C2)CC1 (centres undefined)
    1	0%	-5%	-21%	-5%	-1%	-5%	10%	15%
O=C(O)c1cccc(N2C(=O)c3ccc4c5c(ccc(c35)C2=O)C(=O)N(c2cccc(C(=O)O)c2)C4=O)c1
    -8	?	1%	-28%	0%	-4%	-21%	0%	13%[12.7 µM]
CCc1ccc(CCC(=O)Nc2ccc(S(N)(=O)=O)cc2)o1
    -2	-3%	-7%	-31%	-2%	-6%	6%	3%	-32%[12.7 µM]
CCN(CC(=O)Nc1ccccc1C(F)(F)F)C(=O)C1CCC1
    -1	-4%	25%	-9%	-3%	5%	-3%	0%	7%[59 µM]
Cn1cc(Br)c(C(=O)NN2C(=O)C3C(C2=O)C2C=CC3C23CC3)n1 (centres undefined)
    0	-13%	49%[activator]	-5%	-2%	2%	-2%	-2%	32%[12.7 µM]
c1ccc2c3n(nc2c1)CCCO3
    0	-2%	12%	-20%	1%	i	2%	6%	1%[0.501 µM]
COc1ccc(N(CC(O)Cn2cnc3ccccc32)S(=O)(=O)c2ccc(C)cc2)cc1 (centres undefined)
    -5	?	17%	-5%[57.1 µM]	9%	i	5%	-1%	-3%[59 µM]

Other results follow.
Each structure is followed by: PI4K2A block	BAZ2B inh	HP1b binding inh	JMJD2A Tudor	ERG-DNA inh	Tb PGK inh	Pin1 inhibitor	GLS inh	G9a inh
COc1cc(NC(=O)C2=C(C)OCCS2)c(Cl)cc1C(=O)NCCN(C)C
    -3	-4%	12%	-20%	-7%	9%	-1%	8%	?
COc1ccccc1NC(=S)N1CCN(c2ccccn2)CC1
    7	-5%	11%	-12%	-3%	-1%	2%	16%	18%[59 µM]
Fc1ccc(Nc2nc(N3CCOCC3)nc(N3CCOCC3)n2)cc1Cl
    -2	-35%	52%[activator]	-32%	10%	-1%	3%	-3%	/
CCN(CC)C(=O)c1cc2c(=O)c3cc(Cl)ccc3oc2nc1C
    5	0%	11%	-19%	7%	i	18%	1%	1%
CCCN1C(=O)c2[nH]nc(-c3ccccc3O)c2C1c1ccc(OCc2ccccc2)c(OC)c1 (centres undefined)
    2	-31%	15%	?	4%	3%	12%	18%	-9%[59 µM]
COc1cccc(OCCNC(=O)c2cccc(OC)c2)c1
    2	14%	40%[activator]	3%	2%	i	-3%	-3%	36%[59 µM]
CC(=O)Nc1cccc(C(=O)OCC(=O)c2ccc3c(c2)OCO3)c1
    -1	7%	6%	-8%	2%	-11%	2%	-12%	-29%
CSCC[C@H](NS(=O)(=O)c1ccc(C)cc1)C(=O)N1CCC(C(=O)N[C@@H](Cc2ccccc2)C(=O)O)CC1
    -5	-36%	21%	-24%	-2%	-4%	-12%	-7%	?

An excerpt of these results, with values ahead of the structure:
PI4K2A block	BAZ2B inh	HP1b binding inh	JMJD2A Tudor	ERG-DNA inh	Tb PGK inh	Pin1 inhibitor	GLS inh	G9a inh	Structure
2	-31%	15%	?	4%	3%	12%	18%	-9%[59 µM]	CCCN1C(=O)c2[nH]nc(-c3ccccc3O)c2C1c1ccc(OCc2ccccc2)c(OC)c1 (centres undefined)
2	14%	40%[activator]	3%	2%	i	-3%	-3%	36%[59 µM]	COc1cccc(OCCNC(=O)c2cccc(OC)c2)c1

Screening data as filed in PubChem BioAssay.
